Screening results: PubChem BioAssay, several laboratories
GALR2 blocker: GALR2 (human) receptor antagonism; inhibition, % at 4 µM; 140,000 tested, 0.39% active; GALR2-expressing cells, antagonist mode; AID 828; O43603; in the data active means inhibition above about 27%;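 further: cells stimulated with galanin 1-16 at roughly its EC80; 0% = agonist challenge control and 100% = basal control without agonist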
Target sequence (O43603 whole entry, looked up): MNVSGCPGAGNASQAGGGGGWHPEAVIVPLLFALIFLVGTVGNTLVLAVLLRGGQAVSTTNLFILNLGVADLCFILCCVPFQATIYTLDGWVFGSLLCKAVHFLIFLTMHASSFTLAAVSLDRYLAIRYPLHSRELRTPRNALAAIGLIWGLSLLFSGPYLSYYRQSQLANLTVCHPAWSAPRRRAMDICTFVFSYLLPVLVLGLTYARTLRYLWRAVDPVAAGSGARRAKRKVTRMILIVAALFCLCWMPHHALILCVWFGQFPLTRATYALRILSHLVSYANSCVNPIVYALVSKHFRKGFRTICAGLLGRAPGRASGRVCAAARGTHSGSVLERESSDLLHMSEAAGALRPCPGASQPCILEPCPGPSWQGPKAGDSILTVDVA
MRP-1 activ: activates MRP-1; 140,000 tested, 0.61% active; H69AR cells + doxorubicin, viability rescue, CellTiter-Glo; viability increase, % at 10 µM;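 active means viability gain under doxorubicin at or above a set limit, the compound median plus 3 SD, cut at about 4.7% in these data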;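 further: MRP-1 overexpressing cells given doxorubicin 25 µM after compound pretreatment; 18-22 h compound pretreatment then 72 h with doxorubicin before readout; 0% = doxorubicin-only wells and 100% = vehicle-treated cells without doxorubicin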
Phagocytosis inh: blocks phagocytosis by macrophages | 110,000 tested, 0.07% active | AID 1029 | J774A.1 macrophage IgG-bead phagocytosis, imaging | inhibition, % at 5 µM;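 active means inhibition above the mean of the plate negative controls plus 5 SD, cut at about 13% in these data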;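 further: phagocytic index as fraction of beads internalized from green versus red external bead signal; plate controls were DMSO negative control for no effect and cytochalasin-D positive control for full effect; some results beyond the cut were filed as inactive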
Yeast growth inh: yeast BB579 growth reduction in restrictive medium; S. cerevisiae BB579 growth, OD615, 48 h; inhibition, % at 10 µM; 140,000 tested, 0.51% active; AID 804;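 active means inhibition above a set limit, 3 SD over the mean compound inhibition, cut at about 44% in these data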; further: inactives centre near -24
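System: DeaD yeast strain BB579; buffer or medium: CSMM-D dextrose restrictive medium; technique: OD at 615 nm; schedule: 4 h cell preincubation, 48 h compound exposure, 30 °C humidified; doses: single 10 µM dose; controls: amphotericin B 10 µg/mL, positive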
NPY-Y2 antag: antagonists of human neuropeptide Y receptor Y2 | P49146 | NPY-Y2 expressing cells, antagonist mode | inhibition, % at 2.7 µM | 140,000 tested, 0.99% active | AID 793; in the data active means inhibition above about 17%;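 further: 0% = vehicle with agonist challenge and 100% = reference antagonist with challenge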
Target sequence (P49146 whole entry, looked up): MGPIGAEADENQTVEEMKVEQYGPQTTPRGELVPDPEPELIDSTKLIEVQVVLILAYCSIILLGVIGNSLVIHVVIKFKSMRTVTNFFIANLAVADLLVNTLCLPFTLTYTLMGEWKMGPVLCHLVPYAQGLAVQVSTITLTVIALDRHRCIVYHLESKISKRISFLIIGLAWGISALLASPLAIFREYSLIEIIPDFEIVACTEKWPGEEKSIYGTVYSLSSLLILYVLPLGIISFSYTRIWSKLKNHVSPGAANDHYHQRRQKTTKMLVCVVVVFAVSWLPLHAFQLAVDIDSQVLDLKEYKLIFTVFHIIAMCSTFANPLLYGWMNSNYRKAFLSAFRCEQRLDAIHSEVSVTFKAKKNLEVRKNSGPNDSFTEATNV
Measles CPE: protection of cells from measles virus; Measles virus-infected cells, CPE protection, absorbance; protection (pct of control), % at 4 µM; AID 841; 140,000 tested, 1.5% active; in the data active means protection mostly above about 24%, no sharp cut-off; inactive means mostly below about 26%; further: some compounds called inactive have numbers as strong as hits
bCat KO growth: beta-catenin-lacking colon tumor cell growth suppression; HCT116 beta-catenin knockout viability, CellTiter-Glo, 60 h; hits give low values; viability, % at 10 µM; 140,000 tested, 1.5% active;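 active means viability at or under a set limit, the compound median less 4 SD, cut at about 6% in these data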;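 further: 0% = Hyamine 1622 control at 20 µM and 100% = untreated cell control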
Yeast lifespan up: yeast lifespan extension | S. cerevisiae growth with nicotinamide, OD615; deaD strain in restrictive glucose medium | inhibition of the nicotinamide effect, % at 10 µM | 130,000 tested, 0.68% active | AID 775;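 active means inhibition above a set limit, placed 3 SD over the median of all compounds, cut at about 26% in these data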;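 further: 0% = nicotinamide-treated wells and 100% = cells grown without nicotinamide; some compounds called inactive have numbers as strong as hits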
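Assay system: engineered S. cerevisiae DeaD replicative-lifespan strain, galactose-grown log-phase cells; Buffer or medium: CSMM-D glucose medium, restrictive; Probe or stimulus: nicotinamide 1.5 mM; Compound: single dose 10 µM compound, 0.25% DMSO; Schedule: 4 h preincubation then 48 h treatment at 30 °C; Technique: OD615 measurement.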
E-sel TNF inh: TNF alpha driven E-selectin expression inhibition; HUVEC TNFa-induced E-selectin immunofluorescence, high content; inhibition, % at 2 µM; 120,000 tested, 0.71% active;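 active means inhibition above the batch mean plus 3 SD, and confirmed as a hit on visual image review, cut at about 43% in these data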;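 further: 0% = TNF-stimulated DMSO wells and 100% = unstimulated control wells; not every result past the cut was called active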
HCT116 PTEN-null: PTEN-deleted cell growth suppression. HCT116 PTEN-null viability, CellTiter-Glo, 60 h; hits give low values. viability, % at 10 µM. 140,000 tested, 1.2% active. AID 827;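 active means viability at or below a set limit, 4 SD under the median of all tested compounds, cut at about 3.7% in these data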;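 further: PTEN knockout HCT116 line with beta catenin targeted HCT116 as companion control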
The depositor's hits bear a star; · = not tested or not shown.

SMILES	GALR2 blocker	MRP-1 activ	Phagocytosis inh	Yeast growth inh	NPY-Y2 antag	Measles CPE	bCat KO growth	Yeast lifespan up	E-sel TNF inh	HCT116 PTEN-null
Cc1nnc(SCC(=O)Nc2sc3c(c2C#N)CCCC3)[nH]c1=O	1	-0.4	-1	-37	7	6	107	-19	-12	112
CN(C)Cc1ccccc1Sc1ccc(O)cc1O	14	-1.1	-5	-9	1	7	84	5	·	104
Cc1ccc2c(c1)NC(=O)C(CC(=O)NCCCN1CCCC1=O)O2 (stereo not given)	-11	-0.7	0	-30	3	10	89	-2	9	93
COc1ccc(/C=C/C(=O)c2ccc[nH]2)c(OC)c1OC	4	-7.2	·	-16	5	20	83	·	11	89
C=CCn1c(C)cc(C(=O)COC(=O)C2CC(=O)N(Cc3ccccc3)C2)c1C (stereo not given)	-12	-1.5	·	12	0	18	90	-11	·	101
COc1ccccc1/C=N/NC(=O)c1csc(C)c1C	5	-1.0	-4	-42	0	9	95	3	·	107
c1ccc(C2=Nn3c(nnc3-c3ccncc3)SC2)cc1	18	-1.6	-2	-62	1	3	72	-5	18	71
O=C(CCn1nnc2ccccc2c1=O)N[C@@H](Cc1ccccc1)C(=O)O	-4	0.6	-1	-39	8	3	92	-10	·	94
CC1CN(C(=O)Nc2ccccc2)c2ccccc2-[n+]2ccsc21 (stereo not given)	5	-3.9	-1	-6	4	12	96	8	·	91
COc1cccc(-c2nc(CS(=O)(=O)CC(=O)NCCCN3CCc4ccccc4C3)c(C)o2)c1	-20	-3.0	-2	-4	2	12	81	-7	5	81
COc1ccc(N2C(=O)CC(N3CCCC4CCCCC43)C2=O)cc1 (stereo not given)	-8	-1.2	0	-57	0	5	98	-10	-37	97
CCOC(=O)/C(C#N)=C/c1c(Oc2cccc(C)c2)nc2c(C)cccn2c1=O	-3	-4.0	·	-16	3	3	93	5	6	102
COCc1nc(-c2ccc(-c3ccccc3)nc2OC)no1	2	-1.3	·	-18	0	9	95	-11	-17	106
CC1CCc2c(sc(NC(=O)CN3CCN(C(=O)c4ccco4)CC3)c2C#N)C1 (stereo not given)	-8	-1.6	-2	-71	-2	27	93	-11	4	87
Cc1ccc(C)c(S(=O)(=O)NC(C)C(=O)Nc2ccc(-c3nc4ccccc4s3)cc2)c1 (stereo not given)	4	-1.8	·	-19	2	38	77	-7	-15	80
CS(=O)(=O)N1CCN(c2ccccc2NC(=O)c2ccc3ccccc3c2)CC1	0	-3.6	·	-29	-1	4	77	·	4	73
O=C(NCc1ccccn1)C1CCN(Cc2cnn(-c3ccccc3)c2-n2cccc2)CC1	-5	-0.6	·	-30	3	13	95	-12	-3	96
CCN(c1ccccc1)S(=O)(=O)c1ccc(NC(=S)NC(=O)c2cccs2)cc1	-8	-2.5	·	-9	-1	12	24	-25	10	28
Cc1cccc(N(CC(N)=O)S(C)(=O)=O)c1C	0	-1.0	·	-43	1	14	93	-10	3	112
C=CCNC(=O)c1cc(-c2ccccc2O)on1	4	-5.0	0	-28	6	3	83	-4	·	81
c1cc(CNc2ccc3c(c2)OCCO3)ccn1	8	-1.1	2	9	1	13	100	-6	29	112
CCOc1nc(NCCc2ccc(OC)c(OC)c2)nc(N2CCN(c3ccc(OC)cc3)CC2)n1	-18	-2.8	-1	-64	6	14	13	-10	·	48
Cc1ccc(-c2c3c(=O)n(C)c(=O)n(C)c3cn2Cc2ccccn2)cc1	4	-1.2	0	-34	-2	6	80	23	46	82
Cc1ccnc(SCCn2c(N3CCN(Cc4ccccc4)CC3)nc3c2c(=O)[nH]c(=O)n3C)n1	3	-1.8	0	7	2	5	91	0	·	79
COC(=O)/C=C1\N/C(=N\c2nc(C)cc(C)n2)N(c2ccc(C)cc2)C1=O	4	1.2	-13	-29	0	6	106	-3	-8	96
CCN(CC)c1ccc(C(=O)OCC(=O)NCC2CCCO2)cc1 (stereo not given)	-6	-1.9	0	-24	-1	8	92	-6	-23	93
O=C(c1ccco1)N1CCN(c2cc(C(F)(F)F)nc3ncnn23)CC1	-4	-1.2	-1	-14	0	16	99	-6	17	96
COc1ccc(-c2cc(=O)oc3cc(OC(C)C(=O)O)ccc23)cc1 (stereo not given)	6	0.9	0	18	4	6	94	-6	-61	97
O=C(O)C(O)Cc1c[nH]c2ccccc12 (stereo not given)	22	-1.7	·	-48	5	23	92	6	·	97
CCCc1nnc(NC(=O)CCCC(=O)O)s1	6	-2.1	·	-25	1	7	98	-3	4	90
CCOc1ccc(C(Nc2ccc(C)cc2)P2(=O)OCCCO2)cc1 (stereo not given)	-5	-2.1	-1	-34	-1	23	95	-3	-4	98
O=C(NC1C(=O)NNC1c1ccccc1)c1ccc(F)cc1 (stereo not given)	12	-2.0	·	-8	2	2	98	-21	-2	85
O=C(Nc1cccc(S(=O)(=O)c2cccc(NC(=O)C3CC3)c2)c1)C1CC1	7	-3.7	0	-7	0	4	15	-10	27	30
Cc1ccc(-n2c(=O)cc(N3CCN(Cc4ccccc4)CC3)[nH]c2=O)cc1	3	-0.5	0	-6	5	5	88	-6	11	95
Cc1ccc(-n2c(Cc3ccccc3)n[nH]c2=S)cc1	6	-3.7	0	-11	3	2	104	-8	-3	92
Cc1ccc(NC(=O)C2CCN(C(=O)c3ccccc3C)CC2)cc1	-3	0.1	·	-39	4	11	91	1	·	93
CC(C)(C)N=C1NN=C(c2cc3ccccc3o2)CS1	18	-3.0	-8	-17	0	32	58	-4	7	57
CCc1n[nH]c(=O)n1Cn1c(CC)n[nH]c1=O	3	-0.1	0	-86	-2	12	98	8	-5	106
Nc1cccc2c1C(=O)N(C(=O)c1ccc(S(=O)(=O)N3CCCCCC3)cc1)C2=O	10	-0.3	0	-22	-1	9	102	9	8	94
Cc1nn(-c2ccccc2)c(Cl)c1/C=N/NC(=O)c1ccc(CNc2ccccc2)o1	8	-2.2	-4	-22	2	1	64	0	·	57
Cc1nnc(SCC(=O)Nc2ccccc2N2CCOCC2)s1	-2	-1.9	·	-49	1	6	98	-8	0	102
CCSC(=O)N(CC)CC(=O)Nc1c(CC)cccc1CC	-7	-2.7	-2	-22	20*	32*	78	-10	-6	80
COC(=O)[C@H](Cc1ccccc1)NC(=O)Nc1ccc(S(N)(=O)=O)cc1	2	-0.3	0	-13	-1	·	110	-12	-8	99
CCCCOc1ccc(-c2nc(SCC(N)=O)n[nH]2)cc1	-2	0.0	-3	-3	1	11	99	-17	5	98
CC(=O)Nc1ccc(S(=O)(=O)NC2(C(F)(F)F)N=C(c3ccccc3)NC2=O)cc1 (stereo not given)	-3	0.0	0	-9	5	2	108	-2	5	105
CC(C)NC(=O)c1cnc(N2CCN(c3ccccn3)CC2)c2ccccc12	-16	-2.5	-2	-36	1	18	85	-6	·	86
COC(=O)c1ccsc1NC(=O)C1=COCCO1	3	-0.6	0	-10	0	20	97	-18	·	105
S=C(Nc1ccc(Cl)c(Cl)c1)NC1CCN(Cc2ccccc2)CC1	5	-7.9	·	13	-3	5	3.8*	·	·	8
COc1cc(OC)cc(N(C(=O)c2ccco2)C(C(=O)NC2CCCC2)c2ccc(N(C)C)cc2)c1 (stereo not given)	8	-1.4	0	-20	2	17	76	-12	2	78
CC1(C)CC(CCNS(=O)(=O)c2ccccc2)(c2ccccc2)CCO1 (stereo not given)	0	-1.2	-8	-28	5	3	96	4	-3	85
O=C1C2C3C=CC(C3)C2C(=O)N1c1ccc2ccccc2n1 (stereo not given)	13	-2.3	·	-37	0	13	103	·	-9	94
CCC(=O)N(Cc1cc2ccccc2[nH]c1=O)C(C)C	-12	-0.1	-1	-51	0	21	97	-7	-11	97
COc1ccccc1NC(NC(=O)c1ccccn1)C(Cl)(Cl)Cl (stereo not given)	2	-1.9	-8	-28	0	12	79	1	·	82
CCC(C(=O)O/N=C(\N)c1ccc(C)cc1)c1ccccc1 (stereo not given)	-14	-1.3	0	-92	2	16	100	-10	5	100
COC(=O)c1ccc(CC(=O)c2ccc(O)cc2O)o1	12	-1.0	1	-13	1	9	95	-20	8	90
CCOc1ccc(OCC)c(NC(=O)CN2CCN(c3cccc(C)c3)C(C)C2)c1 (stereo not given)	4	-6.3	-1	3	2	1	32	-17	-4	88
COc1ccc(C(C)=O)cc1COC(=O)CNC(=O)c1ccc(F)cc1	-2	-1.7	-9	-19	3	21	104	-2	·	98
O=C(C(Cc1ccccc1)NS(=O)(=O)c1cccc2cccnc12)N1CCc2ccccc21 (stereo not given)	2	-3.3	0	-8	0	15	69	-6	18	73
O=C(Nc1ccc2c(c1)OCO2)Oc1ccccc1	7	-3.0	0	-28	1	24	89	-26	-18	96
C=CCn1c(NC(=O)c2ccc(Br)o2)c(S(=O)(=O)c2ccccc2)c2nc3ccccc3nc21	5	-1.5	2	-20	0	6	91	19	16	85

A draw from above in order of SMILES length, falling:
SMILES	GALR2 blocker	MRP-1 activ	Phagocytosis inh	Yeast growth inh	NPY-Y2 antag	Measles CPE	bCat KO growth	Yeast lifespan up	E-sel TNF inh	HCT116 PTEN-null
CCCCOc1ccc(-c2nc(SCC(N)=O)n[nH]2)cc1	-2	0.0	-3	-3	1	11	99	-17	5	98
COC(=O)c1ccc(CC(=O)c2ccc(O)cc2O)o1	12	-1.0	1	-13	1	9	95	-20	8	90
COC(=O)c1ccsc1NC(=O)C1=COCCO1	3	-0.6	0	-10	0	20	97	-18	·	105

(list continues)
SMILES	GALR2 blocker	MRP-1 activ	Phagocytosis inh	Yeast growth inh	NPY-Y2 antag	Measles CPE	bCat KO growth	Yeast lifespan up	E-sel TNF inh	HCT116 PTEN-null
Cc1cccc(C(C)(C)C)c1OCCN1CCCC1	4	-2.7	1	-40	7	2	80	12	-10	85
COc1ccc(NC(=O)c2ccc(NS(=O)(=O)c3c(C)noc3C)cc2)cc1OC	9	-1.4	-2	-3	2	5	104	-13	6	97
CCOc1ccc(Nc2oc(-c3ccco3)nc2C#N)cc1	1	1.4	0	-42	1	6	105	-21	-24	115
COC(=O)c1ccc2c(=O)n(CCN3CCOCC3)c(SCC(=O)C(C)(C)C)nc2c1	14	-4.6	·	-35	-1	9	89	-19	26	93
NC(=S)N/N=C/c1ccc(-c2ccc(Cl)c(Cl)c2)o1	-45	-2.5	0	-18	2	20	53	-7	-1	56
COc1ccc(CC(=O)NCCc2ccc(S(N)(=O)=O)cc2)cc1	-3	-0.6	0	-20	2	4	99	1	-30	99
O=C(CC(C(=O)N1CCc2ccccc21)n1ccnc1)NCC1CCCO1 (stereo not given)	-1	-1.9	-3	4	-2	3	90	-12	2	99
COc1cccc(NC(=O)CCSc2nnc3scc(-c4ccccc4)n23)c1	1	-0.5	-1	-12	0	4	103	-1	8	102
CC(C)CCN1C(=O)c2ccc(C(=O)Nc3cccc(S(N)(=O)=O)c3)cc2C1=O	-5	-2.4	-2	-13	0	15	86	3	-9	89
CCC1Sc2ccccc2N(CC(=O)NCCC2=CCCCC2)C1=O (stereo not given)	-10	0.0	2	-55	6	14	81	24	-16	90
